Source: PubChem BioAssay
NPSR antagonist – blocks cAMP signaling of the human neuropeptide S receptor; Potency, µM (series often up to 38.3 µM), for the others: at the top dose activity change, negative = inhibition, most hits filed as inhibitors; AID 1461; CHO-NPSR cells, cAMP TR-FRET, antagonist mode; 1% of 220,000 active; note: potency is the fitted concentration of half-maximal effect; % is set by controls: 0 for no effect and ±100 for the full control effect; nearly all actives have a fitted effect of over 50% in size; many of its hits are not listed in these tables
Target sequence (Q6W5P4 whole entry, looked up): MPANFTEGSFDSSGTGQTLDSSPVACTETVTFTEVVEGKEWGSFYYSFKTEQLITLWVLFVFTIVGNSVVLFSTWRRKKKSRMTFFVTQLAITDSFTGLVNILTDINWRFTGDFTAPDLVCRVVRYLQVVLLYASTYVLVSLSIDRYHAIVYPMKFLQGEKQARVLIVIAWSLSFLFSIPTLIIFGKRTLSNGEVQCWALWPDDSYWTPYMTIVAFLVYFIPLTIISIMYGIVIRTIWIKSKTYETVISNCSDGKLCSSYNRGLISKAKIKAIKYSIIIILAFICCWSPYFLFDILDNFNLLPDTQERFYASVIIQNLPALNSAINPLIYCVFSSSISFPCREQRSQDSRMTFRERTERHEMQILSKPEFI
TRb SRC2 PPI – disrupts binding of human TR beta to SRC2; P10828; TRbeta-SRC2 peptide binding, fluorescence polarization; receptor liganded with 1 µM T3; Potency, µM (top dose mostly 106 µM), without a hit: at the highest dose activity change, negative = inhibition, actives largely listed as inhibitors; 0.065% of 280,000 active;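 note: potency is the fitted concentration of half-maximal effect; plate controls were bound peptide for no effect and peptide without receptor for full effect; nearly all actives have a fitted effect of over 50% in size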
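Human TRb LBD (0.6 uM) plus Texas Red-labeled SRC2 peptide (20 nM), 1uM T3, 5% DMSO, 5 hr at ambient temperature. Decreased polarization (555/632 nm) flags inhibition; data normalized to free and bound peptide controls.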
Epigenetic derep – derepresses silenced GFP reporter in murine cells; murine LDR cells, GFP reporter derepression, 30 h; AID 1865; Potency, µM (titrated, usually from 53.9 µM), for inactives: top-dose GFP activation, actives largely listed as activators; 0.2% of 280,000 active; note: potency is the fitted concentration of half-maximal effect; % of control where 0% means no effect; nearly all actives have a fitted effect of over 60% in size
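Readout is the number of GFP-expressing murine LDR cells, counted by cytometry following washing. Cells were treated with compound for 30 h at 37 C; the stably integrated CMV-GFP locus is normally silent.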
Tau FP inhib – tau fibrillization inhibition (FP). K18 P301L tau heparin fibrillization, Alexa594 FP, 6 h. Potency, µM (titrated, usually from 57.7 µM), without a hit: at the highest dose activity, negative = inhibition, hits mostly inhibitors. 0.39% of 280,000 active; note: potency is the fitted concentration of half-maximal effect; % is set by controls: 0 for no effect and ±100 for the full control effect; nearly all actives have a fitted effect of over 55% in size
Target sequence (P10636 561-689 P618L limits assumed): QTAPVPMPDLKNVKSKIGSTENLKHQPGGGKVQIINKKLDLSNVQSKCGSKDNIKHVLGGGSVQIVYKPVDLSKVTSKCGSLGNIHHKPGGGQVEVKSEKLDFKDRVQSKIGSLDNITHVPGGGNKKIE
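Recombinant K18 P301L […], labeled with Alexa 594 at 0.24 uM over 15 uM unlabeled; heparin inducer 20 uM final; 37 C, 6 hr; FP endpoint.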
GLA spleen mod – inhibits or activates alpha-galactosidase in human spleen homogenate; P06280; human spleen homogenate, 4MU-alpha-Gal fluorescence, 40 min; Potency, µM (series often up to 80 µM), for the others: top-dose activity change, negative = inhibition, actives largely listed as inhibitors; 0.008% of 240,000 active;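 note: potency is the fitted concentration of half-maximal effect; 0% = enzyme with vehicle and -100% = no enzyme basal signal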
Target sequence (P06280 32-429 limits assumed): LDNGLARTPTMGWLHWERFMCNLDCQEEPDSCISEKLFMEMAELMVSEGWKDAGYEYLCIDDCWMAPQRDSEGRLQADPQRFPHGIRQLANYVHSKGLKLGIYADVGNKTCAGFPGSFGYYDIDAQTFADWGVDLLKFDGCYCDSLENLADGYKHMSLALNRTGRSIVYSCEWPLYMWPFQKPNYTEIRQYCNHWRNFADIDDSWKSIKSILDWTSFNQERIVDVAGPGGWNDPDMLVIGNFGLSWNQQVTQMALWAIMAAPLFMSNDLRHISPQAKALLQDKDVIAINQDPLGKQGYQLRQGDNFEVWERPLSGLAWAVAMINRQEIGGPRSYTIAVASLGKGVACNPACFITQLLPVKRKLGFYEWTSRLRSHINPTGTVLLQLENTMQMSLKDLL
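Fluorogenic readout (Ex 365/Em 440 nm) of 4-methylumbelliferone released from 1 mM 4-MU-alpha-galactoside by spleen homogenate, 40 min at 37C, pH 5.0. Data normalized to no-enzyme and enzyme controls; Hill-equation AC50 from compound titrations.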
TR SRC2 fluor cs – alters Texas Red total fluorescence, flagging assay interference; TRb/SRC2 Texas Red total fluorescence interference; Potency, µM (highest dose often 106 µM), for the others: top-dose fluorescence change, negative = quenching; 0.29% of 280,000 active; AID 1479; active = well fitted curve in either direction with a large enough effect; inconclusive = small, poorly fitted or top-dose-only effect; note: potency is the fitted concentration of half-maximal effect; % is set by controls: 0 for no effect and ±100 for the full control effect
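Human TRβ ligand-binding domain (0.6 uM) and Texas Red SRC2 peptide (20 nM) in Tris buffer with 1 uM T3 and 5% DMSO were incubated with pinned compound for 5 hr at ambient temperature. Total fluorescence was computed as S + 2P (555/632 nm).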
CBFb RUNX1 block – CBF-beta/RUNX1 interaction disruption; Q01196+Q13951; 230,000 tested, under 10 active; AID 1477; AlphaScreen CBFb-His/RUNX1-biotin binding, biochemical; Potency, µM (titrated, usually from 59.8 µM), inactives show top-dose activity, negative = inhibition, hits mostly inhibitors; note: % of control where 0% means no effect
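Inhibition was taken as any reduction in AlphaScreen signal from the CBF-beta–RUNX1 pair (His and biotin tags, 30 nM each), measured after compound (15 min) and bead (90 min) incubations at room temperature.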
Tau fluor cs – counter-screen for tau fibril formation inhibitors. 0.93% of 280,000 active. Potency, µM (doses to about 57.7 µM), without a hit: top-dose activity change, negative = decrease. AID 1463. tau K18 P301L Alexa594 fluorescence, heparin fibrillization; note: potency is the fitted concentration of half-maximal effect; % is set by controls: 0 for no effect and ±100 for the full control effect; nearly all actives have a fitted effect of over 55% in size
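Human tau K18 P301L (15 uM unlabeled, 0.24 uM Alexa 594-labeled) in 100 mM sodium acetate pH 7 with 20 uM heparin, 6 hr at 37 C. ThT 30 uM added, 1 hr ambient; Alexa 594 FP and total fluorescence read at 555/632 nm.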
Numbers without * were called inactive; ? = inconclusive; . = not tested or not shown; & = joins results of further samples; [ ] = another dose, or the depositor's remark. Unless noted, calls come from the whole dose curve; as a rule, active = well fitted curve in the direction sought with a large enough effect; inconclusive = small, poorly fitted or top-dose-only effect, or another doubt; inactive = no such curve, though single readings can be large; an effect the other way counts as inactive or inconclusive. These rows are one share of the data; count on the stated rates, not on these rows.

SMILES	NPSR antagonist	TRb SRC2 PPI	Epigenetic derep	Tau FP inhib	GLA spleen mod	TR SRC2 fluor cs	CBFb RUNX1 block	Tau fluor cs
CCN1C(=O)/C(=C2/C(=O)N3c4c(cc(OC(C)=O)cc42)C(C)=CC3(C)C)SC1=S	-18%	3%	-1.9%	22%	-4%	-3%	1%	?
Cc1ccc(NC(=O)Cn2nc(-c3ccccc3)nc2-c2ccccc2)c(C)c1	1%	2%	17%	?	5%	-1%	2%	-18%
O=c1[nH]c(CN2CCN(c3ccccc3)CC2)nc2scc(-c3ccccc3)c12	-8%	2%	?	11%	5%	2%	-6%	-7%
COc1ccc(NC(=O)C2=NN(C3CCS(=O)(=O)C3)C(=O)CC2)cn1 (stereo not given)	5%	-3%	0.0%	2%	-8%	5%	-2%	-10%
COCCn1c(=S)[nH]c2ncccc2c1=O	-8%[46.1 µM]	-5%	-1.1%	1%	3%	-4%	1%	-2%
CSc1nnc(C)c(=O)n1COC(=O)c1ccc([N+](=O)[O-])cc1	29%	-3%	-5.0%	-1%	0%	-1%	-6%	-19%
CC(C)(C)CC(=O)NCCCN1CCOCC1	14%	4%	0.0%	0%	-17%	-6%	9%	3%
Cc1ccc(S(=O)(=O)NCCSc2nnnn2C)cc1	-7%[46.1 µM]	-6%	0.0%	-8%	-2%	-1%	-1%	-4%
Cc1cc(NC(=O)COC(=O)c2cccc(S(=O)(=O)N(C)C3CCCCC3)c2)no1	-15%	7%	4.7%	1%	3%	-2%	11%	?
c1ccc(-c2nc(N3CCOCC3)c3ccccc3n2)nc1	-5%[46.1 µM]	1%	1.0%	-6%	2%	-2%	-22%	-10%
CC(=O)c1ccc(NC(=O)Cn2c(=O)n(Cc3ccco3)c(=O)c3sc4ccccc4c32)cc1	.	-2%	15%	?	.	-1%	.	8%
O=C(CSCC(=O)Nc1cccc2ccccc12)Nc1cccc2ccccc12	3%	-3%	-0.7%	9%	0%	0%	7%	?
CC(NCC(O)COC1CCC(C(C)(C)C)CC1)c1ccccc1 (stereo not given)	-41%	2%	3.4%	5%	6%	-2%	-5%	-10%
COc1cc(C=C(c2nc3ccccc3s2)c2nc3ccccc3s2)cc(OC)c1O	-13%	7%	4.4%	17%	2%	0%	?	?
CCCc1cc(=O)[nH]c(SCc2nc3ccccc3s2)n1	-8%[46.1 µM]	-7%	-3.1%	0%	-10%	-4%	-3%	-5%
CN(C)c1ccc(C=NC(CO)C(O)c2ccc([N+](=O)[O-])cc2)cc1 (stereo not given)	7%	3%	5.7%	-3%	8%	-1%	1%	-12%
Nc1ncnc2c1ncn2[C@@H]1O[C@H](C(=O)NC2CC2)[C@@H](O)[C@H]1O	.	9%	0.0%	0%	12%	-3%	12%	3%
COc1ccc(C(=O)c2cc([N+](=O)[O-])ccc2N2CCN(C)CC2)cc1	-4%	7%	-1.4%	-13%	-9%	-2%	-7%	-13%
O=C(CNC(=S)N(Cc1ccccc1)Cc1cccnc1)N1CCOCC1	9%	5%	4.1%	3%	-1%	0%	1%	-5%
O=C(NCc1cccc(C(F)(F)F)c1)C1CCCN(c2ncccn2)C1 (stereo not given)	3%[46.1 µM]	-12%	-1.9%	0%	-18%	3%	9%	-1%
O=C1/C(=C\c2ccc(O)cc2)SC(=S)N1c1cccnc1	-2%	6%	2.5%	-20%	-8%	0%	-1%	-27%
CC(=O)c1sc(-c2ccccc2)cc1NS(=O)(=O)c1ccccc1	?	5%	-2.3%	-7%	-3%	0%	4%	-14%
O=C(Nc1nc(-c2ccc(S(=O)(=O)N3CCCC3)cc2)cs1)c1cccs1	-17%[46.1 µM]	5%	-2.1%	?	8%	1%	1%	?
CCCCC/C=C\C/C=C\C/C=C\CC1OC1CCCC(=O)O (stereo not given)	.	2%&0%	1.1%&3.4%	-1%&4%	11%&9%	0%&0%	-1%&-9%	-2%&-5%
O=C1OCCN1C(=O)[C@H]1[C@H](c2ccc(F)cc2)C(c2ccccc2)=NN1c1ccccc1	.	-5%	-2.1%	-7%[81.3 µM]	22%	-3%	?	?
COc1ccc(Cl)cc1NC(=O)Cn1cc(C(=O)c2ccncc2)c(=O)c2cc(C)ccc21	.	3%	13%	-4%	.	-7%	.	-11%
Cc1nn(-c2ccccc2)c(C)c1[N+](=O)[O-]	10%	8%	-1.4%	7%	8%	-3%	14%	4%
COc1cccc(NC(=O)C(Cc2ccccc2)NS(=O)(=O)c2ccc3c(c2)c(=O)n(C)c(=O)n3C)c1 (stereo not given)	.	4%	-1.1%	-1%	.	-14%	.	-9%
CCOc1ccc2oc(C(=O)NC3CCN(Cc4ccccc4)CC3)c(C)c2c1	-19%	-5%	1.9%	10%	-3%	0%	18%	-3%
CCCn1c(C)nc2c(NCCOC)nc(C)nc21	.	-3%	0.3%	-4%	-2%	0%	17%	-8%
CCOC(=O)N1CCN(C(=O)CCC2CCCC2)CC1	4%	-8%	1.6%	7%	-8%	1%	-13%	14%
COCCn1c(C)cc2c(c1=O)C(c1ccco1)C(C#N)=C(N)O2 (stereo not given)	-7%[46.1 µM]	-8%	-2.6%	-1%	1%	-1%	0%	-1%
C[C@H]1CCC[C@@]2(C)CCCC[C@]12O	.	-4%	.	.	2%	-23%	-1%	.
Cc1ccc(NC(=O)c2cccc(Cl)c2)nc1	-6%[7.67 µM]	-4%	0.8%	-6%	1%	-2%	-1%	5%
Nc1nc2c(cnn2CCc2ccccc2)c2nc(-c3ccco3)nn12	.	-4%	6.6%	1%	-4%	-3%	24%	-8%
C=C(C)[C@H]1CC[C@]2(C(=O)O)CC[C@]3(C)[C@@H](CC[C@H]4[C@@]5(C)CC[C@@H](O)C(C)(C)[C@@H]5CC[C@@]43C)[C@H]12	.	-9%[53 µM]	2.4%[16.9 µM]	.	0%[29.1 µM]	-4%[53 µM]	-14%[21.7 µM]	.
COc1ccc(-c2[nH]ncc2CN(C)CCN2CCOCC2)cc1F	-10%	-3%	-5.4%	3%	-2%	-8%	16%	7%
N#C/C(=C\c1cn(Cc2ccc(C#N)cc2)c2ccccc12)C(=O)NCc1cccs1	-11%	3%	2.8%	-18%	0%	-1%	-6%	-9%
Cc1cc(C)n(CCSCC(=O)O)n1	-1%[46.1 µM]	-7%	-7.3%	-2%	7%	0%	-3%	-5%
c1ccc(Oc2cc(-c3ccccc3)ncn2)cc1	-15%[46.1 µM]	7%	-2.1%	-7%	-4%	1%	9%	-4%

Structures from the list above that contain a cyano group (2):
SMILES	NPSR antagonist	TRb SRC2 PPI	Epigenetic derep	Tau FP inhib	GLA spleen mod	TR SRC2 fluor cs	CBFb RUNX1 block	Tau fluor cs
COCCn1c(C)cc2c(c1=O)C(c1ccco1)C(C#N)=C(N)O2 (stereo not given)	-7%[46.1 µM]	-8%	-2.6%	-1%	1%	-1%	0%	-1%
N#C/C(=C\c1cn(Cc2ccc(C#N)cc2)c2ccccc12)C(=O)NCc1cccs1	-11%	3%	2.8%	-18%	0%	-1%	-6%	-9%

Structures shown so far with a Cl atom:
SMILES	NPSR antagonist	TRb SRC2 PPI	Epigenetic derep	Tau FP inhib	GLA spleen mod	TR SRC2 fluor cs	CBFb RUNX1 block	Tau fluor cs
COc1ccc(Cl)cc1NC(=O)Cn1cc(C(=O)c2ccncc2)c(=O)c2cc(C)ccc21	.	3%	13%	-4%	.	-7%	.	-11%
Cc1ccc(NC(=O)c2cccc(Cl)c2)nc1	-6%[7.67 µM]	-4%	0.8%	-6%	1%	-2%	-1%	5%

Next section.
SMILES	NPSR antagonist	TRb SRC2 PPI	Epigenetic derep	Tau FP inhib	GLA spleen mod	TR SRC2 fluor cs	CBFb RUNX1 block	Tau fluor cs
CC(OC(=O)C1CC(O)CN1S(=O)(=O)c1ccccc1[N+](=O)[O-])C(=O)N1CCCCC1 (stereo not given)	15%	1%	-1.8%	1%	3%	-8%	-2%	-1%
Cc1cccn2c(CNCCCn3ncc4ccccc43)c(C(=O)N3CCCCC3)nc12	-6%	8%[53 µM]	2.3%	6%	-4%	-2%[53 µM]	-2%	-5%
CC1=C(C(=O)Nc2ccc(C)cc2C)C(c2ccc(C)o2)NC(=S)N1 (stereo not given)	8%	-4%	0.0%	2%	0%	1%	1%	0%
CC(C)c1ccccc1NC(=S)NC1CCCCC1	-22%	-4%	0.1%	0%	12%	3%	0%	-4%
CCOC(=O)c1cc2sc(C)cc2n1CC(=O)N1CCN(C(=O)c2ccco2)CC1	-16%[46.1 µM]	-10%	-1.4%	-5%	-2%	1%	0%	-6%
O=c1cc(NCc2ccccc2)nc2n1CCCS2	17%	-2%	0.2%	-7%	-5%	0%	-10%	-11%
C=C(C)n1c(=O)[nH]c2ccccc21	12%[7.67 µM]	-2%	-3.4%	0%	-29%	0%	0%	2%
CN(C)CCCNc1ncnc2sc(-c3ccccc3)cc12	-37%	0%	0.0%	-4%	-4%	-4%	12%	-11%
O=C(CCc1nnc(Cc2ccc3c(c2)OCO3)o1)N(CC1CCC1)CC1CCCO1 (stereo not given)	0%	-1%	-0.1%	-6%	7%	-7%	9%	-11%
COc1cccc(C2C3CN(C)CC=C3C(C#N)=C(N)C2(C#N)C#N)c1OC (stereo not given)	-16%[46.1 µM]	5%	0.0%	?	15%	3%	0%	-11%
CCC(C)NC(=O)c1n[nH]c(=O)c2ccccc12 (stereo not given)	-19%[46.1 µM]	-7%	0.5%	6%	0%	-3%	3%	-3%
O=C(c1cnc2nc3ccccc3n2c1)c1cc(F)ccc1O	14%	0%	2.5%	-9%	-2%	-4%	14%	-23%
COc1ccc(Cl)cc1NC(=S)Nc1cccc(C)c1	-16%	1%	0.9%	-11%	12%	1%	3%	-17%
COc1ccc(S(=O)(=O)NC(CCSC)C(=O)NC2CCCCC2)cc1 (stereo not given)	7%	1%	-2.5%	0%	5%	1%	0%	7%
COc1ccc(CCNC(=O)c2cc3cccc4c3n2CC(C)S4)c(OC)c1OC (stereo not given)	.	-10%	-1.5%	-3%	.	-2%	.	-27%
Oc1ccc(-c2cccc(-c3ccc(O)cc3)n2)cc1	-11%[46.1 µM]	-3%	0.0%	8%	2%	-8%	0%	-27%
